# Screening results: PubChem, several laboratories
# SR-BI HDL uptake = inhibitors of mouse SR-BI mediated HDL lipid uptake; ldlA[mSR-BI] CHO cells, DiI-HDL uptake fluorescence, 3 h; AID 488896; inhibition, % at 12.5 µM; 0.96% of 320,000 active;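 active = mean replicate inhibition of at least 70% and a set share of replicates each scoring 70 or more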;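 note: 0% = median of neutral control wells and 100% = median of positive control wells; values of inactives mirror those of a sister screen read the other way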
# PvdQ inh = P. aeruginosa PvdQ acylase inhibition; purified PvdQ acylase, fluorescence plate reader; 0.063% of 340,000 active; inhibition, % at 10 µM; in the data active = inhibition above about 30%, passing the limit was not always enough;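 note: 0% = vehicle neutral wells and 100% = reference inhibitor wells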
# PKA-R2B act = activators of human PKA-R2B complex; activation, % at 11.4 µM; PKA-R2B holoenzyme dissociation, Cy5-IP20 fluorescence polarization; R2B truncated from residue 108, S112A mutant; 0% DMSO only, 100% 113 µM cGMP; 0.079% of 340,000 active; AID 504700;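 active = activation above a cutoff set at the mean over all compounds plus 3 SD, cut at about 18% in these data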;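 note: higher means more holoenzyme dissociation and a rise in polarization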
# Target sequence (P31323 whole entry, looked up, other chains not shown, the tested form may be a part): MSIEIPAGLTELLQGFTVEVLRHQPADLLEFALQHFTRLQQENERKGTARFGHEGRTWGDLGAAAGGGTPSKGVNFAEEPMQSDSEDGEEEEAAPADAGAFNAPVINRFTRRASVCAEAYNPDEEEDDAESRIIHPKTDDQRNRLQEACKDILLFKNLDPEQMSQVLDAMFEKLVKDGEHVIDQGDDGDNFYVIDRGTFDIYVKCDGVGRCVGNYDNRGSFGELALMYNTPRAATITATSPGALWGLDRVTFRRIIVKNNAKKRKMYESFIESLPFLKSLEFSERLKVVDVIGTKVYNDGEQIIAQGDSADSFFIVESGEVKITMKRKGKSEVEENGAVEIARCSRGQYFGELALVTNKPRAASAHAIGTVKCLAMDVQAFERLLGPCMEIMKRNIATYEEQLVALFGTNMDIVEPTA
# Cardiac RTF inh = cardiac RTF calcium desensitization; AID 493244; P19429+P45379; inhibition, % at 7.15 µM; 0.12% of 340,000 active; IANBD-labeled cardiac RTF, Ca2+ fluorescence;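 active = inhibition above the mean inhibition of all tested compounds plus 3 SD, cut at about 17% in these data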;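 note: assay run at fixed EC70 calcium of 1.6 mM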
# Keap1-Nrf2 PPI = inhibitors of human Keap1-Nrf2 protein-protein interaction; Keap1 Kelch-Nrf2 peptide fluorescence polarization, 1536-well; Q14145; inhibition, % at 9.4 µM; 0.15% of 340,000 active; in the data active = inhibition above about 12%;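 note: human Keap1 Kelch domain with fluorescein labeled Nrf2 9mer peptide probe; 0% = neutral control wells and 100% = peptide positive control; higher means more block of Keap1 binding to Nrf2 peptide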
# NSD2 HMT inh = blocks human histone methyltransferase NSD2; NSD2 peptide methylation, AlphaScreen, 120 min; inhibition, % at 12.5 µM; 0.54% of 310,000 active; AID 743445; in the data active = inhibition above about 50%
# LANA DNA inh = KSHV C-LANA DNA binding inhibition | 0.078% of 340,000 active | inhibition, % at 9 µM | MBP-C-LANA/FAM-LBS DNA binding, fluorescence polarization;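 active = highest replicate inhibition at or above 60% at 9 µM, even if other replicates fall short; inactive = all replicates below 60% inhibition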;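 note: 0% = neutral control wells and 100% = 4 µM acridine orange control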
# DAGLB inhibitor = diacylglycerol lipase beta (human) inhibition; Q8NCG7; HEK293T DAGLB membrane lysate, EnzChek fluorogenic substrate; inhibition, % at 5.17 µM; 0.059% of 340,000 active; AID 504411; in the data active = inhibition above about 34%;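 note: 0% = enzyme with vehicle and 100% = wells lacking enzyme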
# Target sequence (Q8NCG7 whole entry, looked up): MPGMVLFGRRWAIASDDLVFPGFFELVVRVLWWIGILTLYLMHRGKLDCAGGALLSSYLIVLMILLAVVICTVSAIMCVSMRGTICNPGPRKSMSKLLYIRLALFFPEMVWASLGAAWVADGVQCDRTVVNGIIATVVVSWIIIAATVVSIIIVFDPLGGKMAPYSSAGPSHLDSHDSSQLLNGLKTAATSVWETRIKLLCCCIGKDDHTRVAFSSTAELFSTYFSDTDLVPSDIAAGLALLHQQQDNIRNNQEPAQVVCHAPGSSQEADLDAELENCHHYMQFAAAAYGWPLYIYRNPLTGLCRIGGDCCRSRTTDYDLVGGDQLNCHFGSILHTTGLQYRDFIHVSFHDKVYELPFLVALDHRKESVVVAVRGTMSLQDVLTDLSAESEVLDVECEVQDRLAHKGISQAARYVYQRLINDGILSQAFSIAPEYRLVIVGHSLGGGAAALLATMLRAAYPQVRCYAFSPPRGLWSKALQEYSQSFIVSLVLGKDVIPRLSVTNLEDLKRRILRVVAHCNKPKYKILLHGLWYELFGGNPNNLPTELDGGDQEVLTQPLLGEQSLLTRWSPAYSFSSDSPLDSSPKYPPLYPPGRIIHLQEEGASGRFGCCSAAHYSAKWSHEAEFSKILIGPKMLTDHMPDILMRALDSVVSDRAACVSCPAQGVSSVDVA
# SR-BI DiI-HDL act = activators of SR-BI mediated HDL lipid uptake; 0.096% of 320,000 active; CHO ldlA[mSR-BI] cells, DiI-HDL uptake fluorescence, 3 h; 100 = double the neutral-control signal; activation, % at 12.5 µM;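 active = mean replicate activation of at least 60% and every replicate at or above 60%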;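 note: 0% = median plate neutral-control signal and 100% = twice that signal; values of inactives mirror those of a sister screen read the other way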
#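 material = CHO ldlA[mSR-BI] cells | medium = Ham's F12 with 0.5% BSA, HEPES 25 mM, pH 7.4 | reagent = fluorescent DiI-HDL, 10 µg/mL final | compound dosing = single-point compound dose | incubation = 3 h, 37 °C | measured by = bottom-read fluorescence, 550/595 nm | measure = HDL uptake via cellular fluorescence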
# Arr AP2 block = blocks beta-arrestin peptide binding to AP2 adaptin; FITC-arrestin peptide / GST-AP2 beads, flow cytometry; AP2 beta2 appendage carries R879A mutation; inhibition, % at 10 µM; 0.31% of 340,000 active; AID 504490;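 active = inhibition above a set limit, near 3 SD of compounds lacking own fluorescence, cut at about 54% in these data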;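 note: plate controls were DMSO wells for no effect and 5 µM unlabelled arrestin peptide for full effect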
#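 system = GST-tagged AP2 beta2-adaptin appendage (R879A) on 4 µm glutathione beads | reagent = FITC-labelled arrestin peptide probe, 50 nM final | schedule = compound with beads 12 min RT, then probe 1 h RT | signal = HyperCyt-sampled flow cytometry, FL1 channel, ex 488/em 535 nm | read-out = percent response from loss of bead-bound FITC fluorescence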
# The depositor's hits bear a star; nt = not tested or not shown.
# Results follow in this order: SR-BI HDL uptake, PvdQ inh, PKA-R2B act, Cardiac RTF inh, Keap1-Nrf2 PPI, NSD2 HMT inh, LANA DNA inh, DAGLB inhibitor, SR-BI DiI-HDL act, Arr AP2 block
[1] COc1ccccc1NC(=O)N(Cc1cc2cc(OC)c(OC)cc2[nH]c1=O)CC1CCCO1 (configuration not stated)
    1, -20, -1, 8, 0, 3, -0.7, 2, -1, -4
[2] CC(C)(C)NC(=O)CSc1nc(N)c(NC(=O)c2ccccc2F)c(=O)[nH]1
    3, -1, -2, 8, 1, -3, 0.9, -1, -3, 3
[3] O=S1(=O)CCC(NC(=S)N2CCOCC2)C1 (configuration not stated)
    10, -15, 1, -8, -4, nt, 0.6, -1, -10, -14
[4] O=C(NCc1cccnc1)c1nc(-c2cccs2)no1
    1, -10, -7, -18, -6, 0, 0.4, 0, -1, 11
[5] CCCCNC(=O)Cn1cnc2sc(C(=O)OCC)c(C)c2c1=O
    -10, -7, -1, 10, -4, -69, -1.0, -2, 10, -1
[6] Cc1ccc2[nH]c(C(=O)N3CCOCC3)cc2c1
    -18, 6, -5, 1, -4, 1, 1.3, -1, 18, 15
[7] Cc1ccc(S(=O)(=O)Nc2ccccc2F)cc1C(=O)NCCCN1CCCC1=O
    -21, -11, 0, -2, -1, 6, 0.8, -2, 21, 0
[8] CCOC(=O)CCCNC(=O)CCCNC(=O)C(c1ccccc1)c1ccccc1
    -10, -8, 18, -8, 2, -1, -1.0, -1, 10, 8
[9] Cc1nc(-c2cccc(NS(C)(=O)=O)c2)cs1
    -26, -8, 0, -6, 3, 2, -0.6, 1, 26, 4
[10] COc1cc2ccccc2cc1C(=O)N1CCN(c2ccccn2)CC1
    -8, -11, 0, 11, 4, 4, -0.3, 1, 8, 1
[11] CCC(C)n1c(OC)nc2c1c(=O)n(C)c(=O)n2C (configuration not stated)
    -13, -8, -2, -2, -2, -1, 0.8, 1, 13, 17
[12] O=C1OCCN1C(=O)[C@H]1[C@H](c2ccc(F)cc2)C(c2ccc(F)cc2)=NN1c1ccccc1
    24, -10, 1, -4, -21, nt, -2.9, -1, -24, 5
[13] O=C(c1ccc([N+](=O)[O-])cc1)N1CCN(c2cccc3[nH]ccc23)CC1
    -19, -2, -2, -8, 1, 4, -0.9, 3, 19, 9
[14] COc1cccc(-n2c(SCC(=O)Nc3ccc4c(c3)CCC4)nc3ccccc3c2=O)c1
    -2, 1, 6, 6, 0, 0, 0.2, -6, 2, 48
[15] COc1ccc(-c2cc(C(=O)N3CC(C)CC(C)C3)c3ccccc3n2)cc1OC (configuration not stated)
    33, -9, -8, -8, -5, 1, -0.8, -1, -33, -5
[16] CC1(C)Oc2ccc(C(=O)N/N=C/c3ccc(O)cc3)cc2NC1=O
    nt, 5, -12, 5, 6, -7, 1.4, -3, nt, 34
[17] O=C(C1CC1)N1N=C(c2cccc(Br)c2)CC1(O)C(F)(F)F (configuration not stated)
    1, -18, -5, -14, 0, -1, 0.7, -14, -1, 1
[18] O=S(=O)(c1ccc(Br)s1)N1CCN(c2ccnc3cc(Cl)ccc23)CC1
    32, 4, nt, nt, -2, -1, -0.7, nt, -32, 38
[19] Cc1ccc(S(=O)(=O)N(CC(=O)O)Cc2ccccc2)cc1
    -6, -5, -4, -4, -2, -2, -1.8, -1, 6, 6
[20] Cc1ccc(OCC(=O)c2ccc3c(c2)CCCC3)cc1C
    -5, -1, -4, -4, -1, -10, 1.5, -19, 5, -5
[21] O=C(CN1C(=O)c2ccccc2C1=O)Nc1ccc2c(c1)OCO2
    0, -18, 0, -11, 0, -3, -1.4, 0, 0, 6
[22] COCCCNC(=O)c1ccccc1NS(=O)(=O)c1ccc(C)cc1
    -6, -3, -4, -6, -6, 7, 1.1, -3, 6, 4
[23] CCOC(=O)COc1nc(C)c(Br)c(OC)n1
    -7, -1, -10, 3, -4, 30, 0.9, 0, 7, 20
[24] CC(=O)c1cccc(CN2CCC(C(=O)Nc3ccc(Oc4cccnc4)cc3)CC2)c1
    -10, -7, -4, 7, -2, 1, -0.8, 0, 10, -10
[25] COc1ccc(OC)c(Nc2ccc(C(=O)O)cc2[N+](=O)[O-])c1
    -13, -11, 9, -14, -5, 4, -0.6, 7, 13, -2
[26] Cc1cccc(NC(=O)CCSc2nncn2C)c1
    -24, -9, 0, -5, 3, 0, 1.0, -1, 24, -6
[27] COc1ccc(-c2noc(N3CCC(C(=O)NCCCN4CC(C)CC(C)C4)CC3)n2)cc1 (configuration not stated)
    43, -6, 0, -3, 0, 2, -0.4, 4, -43, 25
[28] CCCN(S(=O)(=O)c1ccccc1F)S(=O)(=O)c1ccccc1Br
    nt, -4, -3, -2, -8, -1, 0.6, -2, nt, 1
[29] O=C(CCNS(=O)(=O)c1ccc(OC(F)(F)F)cc1)N1CCN(S(=O)(=O)c2cccc(F)c2)CC1
    -17, -5, -10, -5, -3, -1, 0.1, 1, 17, -11
[30] O=C(C1CCCN1S(=O)(=O)c1cccc2cccnc12)N1CCN(c2ccccc2)CC1 (configuration not stated)
    1, 4, 0, -3, -3, nt, -0.4, 3, -1, 3
[31] O=c1oc2cc(O)ccc2cc1S(=O)(=O)c1ccccc1
    -16, 3, -2, -3, -2, -7, 1.1, 1, 16, -5
[32] O=C(COC(=O)c1cc(=O)[nH]c2ccccc12)c1ccc(Br)cc1
    nt, -11, 2, -6, -2, nt, -1.5, -4, nt, -5
[33] CC(C)CCN1CCN(CCCc2ccccc2)CC1CCO (configuration not stated)
    -1, -3, -2, 0, 2, 1, 1.2, 1, 1, -7
[34] C=CCOc1ccc(/C=C/C(=O)OCC(=O)N2CCC(c3ccccc3)=N2)cc1
    38, -1, -3, 2, 0, 11, 1.8, -2, -38, 12
[35] CC(=O)Nc1sc(N/N=C\c2ccco2)nc1-c1cccs1
    -6, 9, -12, -1, -1, 1, -0.5, 0, 6, 4
[36] CC(=O)Nc1cccc(C(=O)OCc2ccc([N+](=O)[O-])cc2)c1
    9, 3, -2, 11, 4, 0, -0.3, -3, -9, -5
[37] COc1ccc(CCN2CCCC(CN(C)Cc3cc(Cl)c(O)c(OC)c3)C2)cc1 (configuration not stated)
    2, -13, -10, -13, -6, 16, -1.1, 2, -2, -13
[38] O=C(Nc1cccnc1)/C(N=Nc1ccc(Cl)c(C(F)(F)F)c1)=C(\O)c1ccccc1
    77*, -19, -3, -3, -4, -2, -0.1, -2, -77, 6
[39] CCOc1ccc(N(C)C(=O)CCc2nnc3ccc(N4CCCCC4)nn23)cc1
    -2, -7, 8, -4, -4, 0, 0.3, -1, 2, -1
[40] CCOC(=O)c1c(Nc2ccccc2)sc(/C=C2\C=Nc3ccccc32)c1O
    67, -12, -9, -15, -1, 0, -0.9, -1, -67, -16
[41] COc1ccc([C@@H]2[C@@H]3C(=O)N(C(C)(C)C)C(=O)[C@@H]3[C@]3(CC(C)C)C(=O)N(c4ccccc4)C(=O)N23)cc1
    -17, 9, 14, -11, -2, nt, -0.2, -4, 17, 37
[42] CC(Cc1ccccc1)NC(=O)C1(c2ccccc2)CCOCC1 (configuration not stated)
    -4, -6, -9, -5, 1, -3, 0.5, -3, 4, 6
[43] CCOC(=O)N1CCN(C(=O)c2ccc3ccccc3c2)CC1
    -6, 1, 1, 4, 0, 11, -0.6, -1, 6, -13
[44] COc1ccc(CNS(=O)(=O)c2cc3c(cc2Cl)NC(=O)CO3)cc1
    -19, -6, 13, -4, 0, nt, 0.3, 3, 19, 1
[45] CCCNC(=O)c1ccc2c(=O)c(O)c(-c3ccc(Cl)c([N+](=O)[O-])c3)[nH]c2c1
    69, 6, 4, 0, -1, nt, 0.1, 12, -69, 21

# The list goes on.
no.	Molecule	SR-BI HDL uptake	PvdQ inh	PKA-R2B act	Cardiac RTF inh	Keap1-Nrf2 PPI	NSD2 HMT inh	LANA DNA inh	DAGLB inhibitor	SR-BI DiI-HDL act	Arr AP2 block
46	CCC(=O)N1N=C(c2cccs2)CC1c1ccco1 (configuration not stated)	4	6	-5	-12	-5	4	-0.6	-4	-4	15
47	CCOc1ccc2nc(N(CCN(CC)CC)C(=O)c3ccc([N+](=O)[O-])cc3)sc2c1	8	-4	-8	-14	-3	10	0.9	0	-8	0
48	O=C(CCC(NC(=O)OCc1ccccc1)C(=O)OCC(=O)N1CCCCC1)OCC(=O)N1CCCCC1 (configuration not stated)	-7	-15	5	-3	-5	-1	0.5	-3	7	1
49	CCOC(=O)C1CCCN(Cc2sccc2C)C1 (configuration not stated)	-15	6	-3	-12	-2	27	3.6	-2	15	7
50	O=C(Nc1ccc(-c2cscn2)cc1)C1CCCN(Cc2ccc(CO)o2)C1 (configuration not stated)	2	-1	-8	4	0	-7	1.5	-3	-2	36
51	Cc1cc(=O)oc2cc(OCC(=O)NCCN3CCOCC3)c(Cl)cc12	-3	-2	0	6	-5	1	-1.6	-3	3	1
52	O=C(NC(=S)Nc1cccc(CO)c1)c1ccc(-c2ccccc2)cc1	6	-16	-10	-21	-2	-1	0.5	-3	-6	-4
53	CCc1cccc2c(C(=O)CSc3nncn3-c3ccc(OC)cc3)c[nH]c12	3	-19	-2	-7	0	-1	0.1	-2	-3	1

# Complete entries as entered above. Order of screens: SR-BI HDL uptake | PvdQ inh | PKA-R2B act | Cardiac RTF inh | Keap1-Nrf2 PPI | NSD2 HMT inh | LANA DNA inh | DAGLB inhibitor | SR-BI DiI-HDL act | Arr AP2 block
# O=C(CCC(NC(=O)OCc1ccccc1)C(=O)OCC(=O)N1CCCCC1)OCC(=O)N1CCCCC1 (configuration not stated) in the list: -7 | -15 | 5 | -3 | -5 | -1 | 0.5 | -3 | 7 | 1
# CCOc1ccc2nc(N(CCN(CC)CC)C(=O)c3ccc([N+](=O)[O-])cc3)sc2c1 in the list: 8 | -4 | -8 | -14 | -3 | 10 | 0.9 | 0 | -8 | 0
# CCC(=O)N1N=C(c2cccs2)CC1c1ccco1 (configuration not stated) in the list: 4 | 6 | -5 | -12 | -5 | 4 | -0.6 | -4 | -4 | 15

# Gathered by group: those above containing a tert-butyl group.
no.	Molecule	SR-BI HDL uptake	PvdQ inh	PKA-R2B act	Cardiac RTF inh	Keap1-Nrf2 PPI	NSD2 HMT inh	LANA DNA inh	DAGLB inhibitor	SR-BI DiI-HDL act	Arr AP2 block
2	CC(C)(C)NC(=O)CSc1nc(N)c(NC(=O)c2ccccc2F)c(=O)[nH]1	3	-1	-2	8	1	-3	0.9	-1	-3	3
41	COc1ccc([C@@H]2[C@@H]3C(=O)N(C(C)(C)C)C(=O)[C@@H]3[C@]3(CC(C)C)C(=O)N(c4ccccc4)C(=O)N23)cc1	-17	9	14	-11	-2	nt	-0.2	-4	17	37
